Compound activity deposited in PubChem BioAssay by The Scripps Research Institute Molecular Screening Center.
pPAFAH inh = pPAFAH (human) enzyme inhibition; Q13093; recombinant pPAFAH, FP-rhodamine probe fluorescence polarization; inhibition, % at 3.39 µM; hit rate 1.5% among 330,000;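 active = inhibition above the mean inhibition across the screen plus 3 SD, cut at about 25% in these data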;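 note: inhibitors block binding of the rhodamine activity-based probe so polarization drops; 0% = enzyme with DMSO and 100% = wells lacking pPAFAH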
Target sequence (Q13093 whole entry, looked up): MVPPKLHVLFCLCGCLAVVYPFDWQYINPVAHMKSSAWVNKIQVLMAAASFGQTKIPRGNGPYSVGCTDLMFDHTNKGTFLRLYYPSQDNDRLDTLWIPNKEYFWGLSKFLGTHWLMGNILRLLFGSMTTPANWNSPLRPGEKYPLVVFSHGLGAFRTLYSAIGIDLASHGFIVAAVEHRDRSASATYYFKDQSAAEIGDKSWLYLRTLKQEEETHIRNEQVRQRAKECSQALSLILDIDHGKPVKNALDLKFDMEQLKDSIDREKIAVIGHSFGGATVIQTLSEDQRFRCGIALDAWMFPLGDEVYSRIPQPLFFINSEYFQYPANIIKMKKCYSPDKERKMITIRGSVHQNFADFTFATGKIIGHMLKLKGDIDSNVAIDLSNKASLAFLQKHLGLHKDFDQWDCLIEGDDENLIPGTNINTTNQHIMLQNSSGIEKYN
PAFAH1B2 inh = inhibitors of human PAFAH1B2; inhibition, % at 3.39 µM; hit rate 1.2% among 340,000; recombinant PAFAH1B2, FP-rhodamine activity probe, fluorescence polarization; AID 492953; P68402;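 active = inhibition above the mean of all tested compounds plus 3 SD, cut at about 24% in these data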;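 note: 0% = enzyme with DMSO and 100% = wells lacking PAFAH1B2; many of its hits are not listed in these tables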
Target sequence (P68402 whole entry, looked up): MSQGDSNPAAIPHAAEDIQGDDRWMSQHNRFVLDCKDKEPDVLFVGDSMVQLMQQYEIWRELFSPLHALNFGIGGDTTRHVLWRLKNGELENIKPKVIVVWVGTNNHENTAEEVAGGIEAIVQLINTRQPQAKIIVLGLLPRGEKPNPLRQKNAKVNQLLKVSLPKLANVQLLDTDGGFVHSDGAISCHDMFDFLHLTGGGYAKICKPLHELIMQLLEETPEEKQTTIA
* = called active by the depositor.

SMILES	pPAFAH inh	PAFAH1B2 inh
CCOC(=O)C1C(C(C)=O)=C(c2ccccc2)c2ccccc2N1S(=O)(=O)C(F)(F)F (centres undefined)	8	6
O=C(N[C@H]1C/C=C\C(c2ccc(F)cc2)N(Cc2ccccc2)C(=O)C1)OCC1c2ccccc2-c2ccccc21 (some centres undefined)	0	0
CCOC(=O)C1=CN(CC)S(=O)(=O)NC1c1ccc(C(F)(F)F)cc1 (centres undefined)	5	5
CC(C)C(=O)N[C@@H]1c2ccccc2CC[C@H]1OCc1ccccc1	-4	1
CC1=CN(S(=O)(=O)c2ccc(C)cc2)C[C@@H]2[C@H]3CC[C@H](C3)[C@H]12	2	9
CN(C)C(=O)CCc1ccc2c3c([nH]c2c1)[C@]1(C)[C@@H](C(=O)N2CCCCC2)C[C@H](CC(=O)NCCCn2ccnc2)C(=O)N1CC3	3	4
COc1ccc2[nH]c3c(c2c1)CCN1C(=O)C(CC(=O)NCc2cccc(C(F)(F)F)c2)C[C@H](C(=O)N2CCCCC2)[C@@]31C (some centres undefined)	9	1
CC(C)CN1Cc2ccccc2Oc2cc(Br)ccc2S1(=O)=O	6	5
O=C(Cc1cccs1)N[C@@H]1c2ccccc2CC[C@H]1OCc1ccccc1	6	-6
Cc1ccc(NC(=O)c2ncn(CC(=O)N3CCN(c4ccccn4)CC3)n2)cc1C	4	3
COc1ccc2[nH]c3c(c2c1)CCN1C(=O)C(CC(=O)NCCCn2ccnc2)C[C@H](C(=O)N(C(C)C)C(C)C)[C@@]31C (some centres undefined)	3	2
CCOC(=O)C1=CN(Cc2ccco2)S(=O)(=O)N(C)C1c1ccc2ccccc2c1 (centres undefined)	5	-1
COC(=O)[C@@]1(Cc2ccccc2)[C@H]2C(=O)N(C)C(=O)[C@H]2[C@H]2CN=C(SCC(=O)c3ccccc3)N21	1	1
CC[C@]12c3[nH]c4ccc(Cl)cc4c3CCN1C(=O)[C@@H](CC(=O)NCc1ccco1)C[C@@H]2C(=O)N1CCN(C(=O)c2ccco2)CC1	5	4
CCCCNC(=O)C(C)N(CCN(C)C)C(=O)CCCN1C(=O)NC(c2ccc([N+](=O)[O-])cc2)C(C(=O)OCc2ccccc2)=C1C (centres undefined)	8	3
COC(=O)CCCN1C(=O)NC(c2ccc(-c3ccccc3)cc2)C(C(=O)OCc2ccccc2)=C1C (centres undefined)	27*	4
CC[C@]12c3[nH]c4cc(-c5ccco5)ccc4c3CCN1C(=O)[C@@H](CC(=O)NC(C)(C)C)C[C@@H]2C(=O)N1CCN(C(=O)c2ccco2)CC1	8	4
C=C1c2ccccc2O[C@H](C(=O)OCC)[C@H]1OC	-1	5
O=S(=O)(NCc1ccccc1)c1ccccc1NCCc1ccccc1	4	6
CN[C@H](C(=O)NC[C@H]1O[C@@H](n2cnc3c(N)ncnc32)[C@H](O)[C@@H]1O)[C@@H](C)OCc1ccccc1	-1	-6
CCOC(=O)C1=CN(Cc2cccc(F)c2)S(=O)(=O)NC1c1ccc2ccccc2c1 (centres undefined)	20	3
CCN1C(=O)[C@H]2[C@H]3CN=C(SCc4ccc(C(=O)OC)cc4)N3[C@@](C)(C(=O)OC)[C@H]2C1=O	3	1
CCOC(=O)C1=NS(=O)(=O)NC(C)=C1	6	3
COc1ccc(C2/C=C\CC(NS(=O)(=O)c3ccc(C)cc3)CC(=O)N2Cc2ccccc2F)cc1 (centres undefined)	4	2
Cc1oc(=O)cc(OCc2ccccc2)c1C	3	0
CC[C@]12c3[nH]c4ccc(OC)cc4c3CCN1C(=O)C(CC(=O)NC(C)(C)C)C[C@@H]2C(=O)N1CCN(C(=O)c2ccco2)CC1 (some centres undefined)	2	3
Cc1cc2oc(=O)cc(-c3ccccc3)c2c(C)c1-c1ccc(N(C)C)cc1	11	1
COc1ccc(-c2noc(CCC(=O)N3CCN(c4cccc(C)c4C)CC3)n2)cc1	10	-1
COc1ccc(-c2noc(CCC(=O)N3CCN(c4ccccc4C(F)(F)F)CC3)n2)cc1	1	1
COc1ccc(CNC(=O)C[C@H]2C[C@H](C(=O)N(C(C)C)C(C)C)[C@@]3(C)c4[nH]c5cc(CCC(=O)N(C)C)ccc5c4CCN3C2=O)cc1OC	6	1
CC[C@]12c3[nH]c4cc(-c5ccco5)ccc4c3CCN1C(=O)[C@@H](CC(=O)NCC13CC4CC(CC(C4)C1)C3)C[C@@H]2C(=O)N1CCN(C(=O)c2ccco2)CC1	13	3
CCN(CC)C(=O)[C@H]1CC(CC(=O)NCCCn2ccnc2)C(=O)N2CCc3c([nH]c4ccc(OC)cc34)[C@]12C (some centres undefined)	5	1
Cc1ccc(S(=O)(=O)N2C[C@@H]3[C@H]4CC[C@H](C4)[C@@H]3[C@@H](C)[C@@H]2c2cccn2Cc2ccccc2)cc1	1	4
CCN1C[C@@H]2[C@@H]3C(=O)N(C)C(=O)[C@@H]3[C@](Cc3ccccc3)(C(=O)OC)N2C1=NC1CCCCC1	1	4
CCN1C(=O)[C@H]2[C@H]3CN=C(SC)N3[C@@](CC)(C(=O)OC)[C@H]2C1=O	-10	1
Cc1ccc(CN2C(=O)C[C@@H](NC(=O)OCC3c4ccccc4-c4ccccc43)C/C=C\C2c2ccc(C)cc2)cc1 (some centres undefined)	-8	2
COc1cc(OC)c2c(-c3cccc(-c4ccc(C(C)=O)cc4)c3)cc(=O)oc2c1	1	-3
CCOC(=O)C1=C(C)c2ccccc2OC1C(=O)OCC (centres undefined)	7	2
CCN(CC)C(=O)[C@H]1CC(CC(=O)NCCCN(C)C)C(=O)N2CCc3c([nH]c4ccc(OC)cc34)[C@]12C (some centres undefined)	2	3
CCCCN1CC(COCc2ccccc2)Oc2ccccc2S1(=O)=O (centres undefined)	4	3
CCOC(=O)C1=C(C)c2ccccc2N(S(=O)(=O)C(F)(F)F)C1C(=O)OCC (centres undefined)	1	5
CC(C)(C)c1ccc2c(c1)C(c1ccc3c(c1)OCO3)CC(=O)O2 (centres undefined)	12	9
CN(C)CCCNC(=O)C[C@H]1C[C@H](C(=O)N2CCOCC2)[C@@]2(CCC3CCCC3)c3[nH]c4cc(CCC(=O)N(C)C)ccc4c3CCN2C1=O	1	4
COc1ccc2[nH]c3c(c2c1)CCN1C(=O)C(CC(=O)NCc2ccco2)C[C@H](C(=O)N2CCOCC2)[C@@]31CCC1CCCC1 (some centres undefined)	8	6
CC(C)[C@@H](CO)N(C)S(=O)(=O)c1ccccc1Br	4	3
CCCN=C1N(CC)C[C@@H]2[C@@H]3C(=O)N(C)C(=O)[C@@H]3[C@](C)(C(=O)OC)N12	-10	4
CC(C)N(C(=O)[C@H]1C[C@H](CC(=O)NCCc2ccccn2)C(=O)N2CCc3c([nH]c4cc(-c5ccco5)ccc34)[C@]12C)C(C)C	10	3
Cc1ccc(C)c(N2CCN(C(=O)CCc3nc(-c4ccccc4F)no3)CC2)c1	0	2
COc1ccc(C2CC(c3ccc(C(F)(F)F)cc3)=NN2c2ccc(S(N)(=O)=O)cc2)cc1 (centres undefined)	14	1
O=C1[C@@H](Oc2ccccc2)[C@@H](c2ccccc2)N1c1ccccc1	2	4
CN(C)CCCNC(=O)C[C@H]1C[C@H](C(=O)N2CCCCC2)[C@@]2(CCc3ccccc3)c3[nH]c4ccc(Cl)cc4c3CCN2C1=O	-4	-2
Nc1ccccc1C(=O)N1O[C@@H]2C=C[C@H]1CC2	0	4
COc1ccc(C2CC(=O)Oc3cc(OC)ccc32)cc1 (centres undefined)	-2	6
COC(=O)[C@@]1(Cc2ccccc2)[C@H]2C(=O)N(Cc3ccccc3)C(=O)[C@H]2[C@H]2CN=C(SCc3ccc(C)cc3)N21	3	4
CN(C)CCCNC(=O)C[C@H]1C[C@H](C(=O)N2CCCCC2)[C@@]2(CCc3ccccc3)c3[nH]c4cc(-c5ccco5)ccc4c3CCN2C1=O	0	2
CC(C)(C)NC(=O)C[C@H]1C[C@H](C(=O)N2CCOCC2)[C@@]2(C)c3[nH]c4cc(-c5ccco5)ccc4c3CCN2C1=O	10	3
CCCCNS(=O)(=O)CCNCc1ccccc1OC	-1	3
COc1ccc2[nH]c3c(c2c1)CCN1C(=O)C(CC(=O)NCc2ccco2)C[C@H](C(=O)N2CCCCC2)[C@@]31CCc1ccccc1 (some centres undefined)	4	2
COc1cc(OC)c2c(-c3cccc(-c4ccc(F)c(Cl)c4)c3)cc(=O)oc2c1	-1	0
COc1ccc2[nH]c3c(c2c1)CCN1C(=O)C(CC(=O)NC(C)(C)C)C[C@H](C(=O)N2CCCCC2)[C@@]31CCc1ccccc1 (some centres undefined)	3	2

Complete entries as entered above.
CC(C)(C)NC(=O)C[C@H]1C[C@H](C(=O)N2CCOCC2)[C@@]2(C)c3[nH]c4cc(-c5ccco5)ccc4c3CCN2C1=O is listed with pPAFAH inh = 10; PAFAH1B2 inh = 3
COc1ccc2[nH]c3c(c2c1)CCN1C(=O)C(CC(=O)NC(C)(C)C)C[C@H](C(=O)N2CCCCC2)[C@@]31CCc1ccccc1 (some centres undefined) is listed with pPAFAH inh = 3; PAFAH1B2 inh = 2

Continued.
SMILES	pPAFAH inh	PAFAH1B2 inh
COc1ccc(C2CC(=O)Oc3cc(C)c(Cl)c(C)c32)cc1 (centres undefined)	6	4
CCOC(=O)C1=CN(Cc2cccc(F)c2)S(=O)(=O)N(CC)C1c1ccc(Br)cc1F (centres undefined)	5	1
CC[C@]12c3[nH]c4ccc(OC)cc4c3CCN1C(=O)C(CC(=O)NCCCN(C)C)C[C@@H]2C(=O)N1CCN(C(=O)C2CC2)CC1 (some centres undefined)	-4	2
O=C(Cn1cnc2c(NCc3ccccc3)ncnc21)NCc1ccccn1	4	1
Cc1ccc(NC(=O)c2ncn(CC(=O)NCc3ccccc3)n2)cc1C	8	0
COC(=O)c1ccc2c(c1)c(C#Cc1ccccc1)c(-c1ccccc1)n2C	-1	-1
COc1ccc(C2/C=C\CC(OCc3ccccc3)CC(=O)N2Cc2cccc(F)c2)cc1 (centres undefined)	2	4
CCN(CC)C(=O)[C@H]1C[C@H](CC(=O)NCc2ccc(OC)c(OC)c2)C(=O)N2CCc3c([nH]c4cc(-c5ccco5)ccc34)[C@]12C	8	2
CCCCNS(=O)(=O)CCNCCc1ccccc1	3	1
CC[C@]12c3[nH]c4ccc(Cl)cc4c3CCN1C(=O)[C@@H](CC(=O)NCc1ccc(OC)c(OC)c1)C[C@@H]2C(=O)N1CCN(C(=O)C2CC2)CC1	3	-1
O=c1c2ccccc2oc2c1ccc1ccccc12	4	-3
CCOC(=O)C1=CN(CC)S(=O)(=O)NC1c1ccc(F)c(Cl)c1 (centres undefined)	-8	2
CC[C@@H]1C(c2ccc(F)cc2)=NN(c2ccccc2)[C@H]1C(=O)N1CCOC1=O	11	6
Cc1cccc(C2=NN(c3ccc(Br)cc3)[C@@H](C(=O)N3CCOC3=O)[C@@H]2c2ccccc2)c1	29*	2
O=C(C[C@H]1C[C@H](C(=O)N2CCOCC2)[C@@]2(CCC3CCCC3)c3[nH]c4cc(-c5ccco5)ccc4c3CCN2C1=O)NCCCn1ccnc1	9	0
O=c1cc(-c2ccc(OCc3ccccc3)cc2)oc2cc(OCc3ccccc3)cc(OCc3ccccc3)c12	10	0
COc1ccccc1[C@H]1C(c2cccc(Cl)c2)=NN(c2ccccc2)[C@@H]1CO	-2	0
COC(=O)c1ccc2c(c1)c(-c1ccccc1)c(-c1ccccc1)n2C	15	2
Cn1cc(S(=O)(=O)NC[C@H]2O[C@@H](n3cnc4c(N)ncnc43)[C@H](O)[C@@H]2O)cn1	2	-1
Cc1ccc(C)c(N2CCN(C(=O)CCc3nc(-c4ccccc4C(F)(F)F)no3)CC2)c1	6	3
COc1ccc(CN(C)C(=O)Cn2cnc(C(=O)Nc3ccc(C)c(C)c3)n2)cc1OC	-1	-1
CC[C@]1(C(=O)OC)[C@H]2C(=O)N(Cc3ccccc3)C(=O)[C@H]2[C@H]2CN(C)C(=NCc3ccccc3)N21	2	3
CCOC(=O)C1=CN(Cc2cccc(F)c2)S(=O)(=O)NC1c1ccc(Br)cc1F (centres undefined)	-7	2
COc1ccc2[nH]c3c(c2c1)CCN1C(=O)C(CC(=O)NCC24CC5CC(CC(C5)C2)C4)C[C@H](C(=O)N(C(C)C)C(C)C)[C@@]31C (some centres undefined)	3	2
COc1ccc(CN(CCC(C)C)S(=O)(=O)c2ccccc2Br)c(OC)c1	2	2

Exported field by field: part of the list above.
> COc1ccc(CN(C)C(=O)Cn2cnc(C(=O)Nc3ccc(C)c(C)c3)n2)cc1OC
  pPAFAH inh = -1
  PAFAH1B2 inh = -1

> CC[C@]1(C(=O)OC)[C@H]2C(=O)N(Cc3ccccc3)C(=O)[C@H]2[C@H]2CN(C)C(=NCc3ccccc3)N21
  pPAFAH inh = 2
  PAFAH1B2 inh = 3

> CCOC(=O)C1=CN(Cc2cccc(F)c2)S(=O)(=O)NC1c1ccc(Br)cc1F (centres undefined)
  pPAFAH inh = -7
  PAFAH1B2 inh = 2

> COc1ccc2[nH]c3c(c2c1)CCN1C(=O)C(CC(=O)NCC24CC5CC(CC(C5)C2)C4)C[C@H](C(=O)N(C(C)C)C(C)C)[C@@]31C (some centres undefined)
  pPAFAH inh = 3
  PAFAH1B2 inh = 2

Nothing new here: entries from further up.
SMILES	pPAFAH inh	PAFAH1B2 inh
Cn1cc(S(=O)(=O)NC[C@H]2O[C@@H](n3cnc4c(N)ncnc43)[C@H](O)[C@@H]2O)cn1	2	-1
Cc1ccc(C)c(N2CCN(C(=O)CCc3nc(-c4ccccc4C(F)(F)F)no3)CC2)c1	6	3
COc1ccc(CN(C)C(=O)Cn2cnc(C(=O)Nc3ccc(C)c(C)c3)n2)cc1OC	-1	-1
CC[C@]1(C(=O)OC)[C@H]2C(=O)N(Cc3ccccc3)C(=O)[C@H]2[C@H]2CN(C)C(=NCc3ccccc3)N21	2	3

Some of the compounds tested (hit frequency here may not be typical).
